# Source: PubChem
# TRHR ag – activates the human TRH receptor. P34981. TRHR cells, calcium flux fluo-8, FDSS agonist mode. activation, % at 2 µM. 360,000 compounds, 0.18% hits; note: 0% is about no effect
#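 In this calcium-flux screen, cells bearing human TRHR are dye-loaded with fluo-8, baselined for 10 cycles, then exposed to library compounds; positive kinetic calcium responses during the agonist phase mark hits, with TRH as control.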
# D2 PAM – D2 dopamine receptor (human) potentiation. 340,000 compounds, 0.34% hits. P14416. potentiation, % at 10 µM. HEK293 T-REx D2, calcium flux, EC20 dopamine potentiation;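 active = potentiation over 3 SD above the plate norm, cut at about 30% in these data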; note: 0% is about no effect
# Target sequence (P14416 whole entry, looked up): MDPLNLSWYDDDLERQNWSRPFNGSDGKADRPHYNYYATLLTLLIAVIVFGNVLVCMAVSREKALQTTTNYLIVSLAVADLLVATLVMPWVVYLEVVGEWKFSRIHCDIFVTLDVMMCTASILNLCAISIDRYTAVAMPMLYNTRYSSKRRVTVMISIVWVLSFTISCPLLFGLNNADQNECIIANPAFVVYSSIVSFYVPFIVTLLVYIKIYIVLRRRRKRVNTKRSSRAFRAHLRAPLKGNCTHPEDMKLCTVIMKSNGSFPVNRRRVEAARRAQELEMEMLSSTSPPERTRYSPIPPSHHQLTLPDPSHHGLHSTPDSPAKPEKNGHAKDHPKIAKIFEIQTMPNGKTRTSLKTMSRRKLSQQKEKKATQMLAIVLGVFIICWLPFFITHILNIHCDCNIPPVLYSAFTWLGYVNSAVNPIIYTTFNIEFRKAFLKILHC
#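 Tetracycline-induced HEK293 T-REx cells force-coupled to calcium signalling expressed D2; compounds were pin-added after a 10 s baseline, read kinetically 180 s, then an EC20 dopamine challenge followed with a further 180 s calcium read.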
# D2 ag – activates the human D2 dopamine receptor | HEK293 T-REx D2 cells, calcium flux agonist mode | activation, % at 2 µM | 340,000 compounds, 0.53% hits | P14416;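 active = activation over 3 SD above normal in the single-dose calcium agonist read, cut at about 30% in these data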; note: 0% is about no effect
#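 HEK293 Trex D2 cells, tetracycline-induced, o/n 30 C 5% CO2; no-wash Ca dye, RT 30–90 min; 10-cycle baseline, 23 nl cpd added, kinetic Ca read 180 s; agonist hits = positive Ca response.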
# D1 antag – blocks dopamine activation of the human D1 receptor | P21728 | HEK293 TREx D1 cells, calcium flux, dopamine EC80; hits give low values | activity change, negative = inhibition, % at 10 µM | 360,000 compounds, 3.2% hits | AID 504652; in the data active = activity change below about -30%; note: % is set by controls: 0 for no effect and ±100 for the full control effect
# Target sequence (P21728 whole entry, looked up): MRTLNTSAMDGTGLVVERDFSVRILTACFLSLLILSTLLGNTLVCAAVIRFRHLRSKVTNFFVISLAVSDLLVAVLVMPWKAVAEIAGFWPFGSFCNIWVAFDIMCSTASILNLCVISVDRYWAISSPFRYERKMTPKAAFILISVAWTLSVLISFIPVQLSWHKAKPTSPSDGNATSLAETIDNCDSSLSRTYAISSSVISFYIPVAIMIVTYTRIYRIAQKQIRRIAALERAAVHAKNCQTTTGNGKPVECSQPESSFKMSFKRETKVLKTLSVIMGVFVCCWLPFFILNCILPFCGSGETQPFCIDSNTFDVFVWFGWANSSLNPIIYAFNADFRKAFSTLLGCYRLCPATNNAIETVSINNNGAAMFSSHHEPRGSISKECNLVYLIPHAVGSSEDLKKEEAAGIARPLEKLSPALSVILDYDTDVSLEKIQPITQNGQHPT
#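 Using tetracycline-induced force-coupled D1 Hek293 cells and a calcium dye, signals were followed for 180 s after compound, then for 180 s after EC80 dopamine, to detect inhibitors.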
# TRHR PAM – allosteric enhancers of human TRH receptor; P34981; TRHR cells, fluo-8 calcium fluorescence, EC20 TRH enhancement; enhancement, % at 2 µM; 360,000 compounds, 0.66% hits; AID 493056; in the data active = enhancement above about 30%; note: 0% is about no effect
#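 TRHR-expressing cells loaded with fluo-8 calcium dye were read kinetically (ex 480/em 530) during compound addition, then stimulated with an EC20 of TRH (10 nM final). Enhancement of the Gq-mediated intracellular calcium response was scored.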
# D2 antagonist – D2 dopamine receptor (human) antagonism; 340,000 compounds, 2% hits; HEK293 TREx D2 cells, calcium flux, dopamine EC80; inhibition, % at 10 µM; AID 485344; P14416; in the data active = inhibition above about 30%; note: 0% is about no effect
#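 In this primary screen, negative modulation is detected by tracking calcium flux after an EC80 dopamine challenge in inducible HEK293 T-REx D2 cells preexposed to test compound for 180 s.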
# D1 ag – human D1 receptor agonism | P21728 | HEK293 T-REx D1 cells, calcium flux, agonist mode | activation, % at 2 µM | 360,000 compounds, 1% hits; note: 0% is about no effect
#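 Inducible HEK293 T-REx D1 cells, force-coupled to calcium signalling, were plated at 4000 cells/well with tetracycline and held overnight at 30 C. After no-wash calcium dye loading, compound-evoked calcium rise over 180 s flagged agonists.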
# RXFP1 antagonist – antagonists of human relaxin receptor RXFP1; Q9HBX9; HEK293-RXFP1, relaxin-stimulated cAMP HTRF, 30 min; hits give low values; activity change, negative = inhibition, % at 57.5 µM; 350,000 compounds, 0.59% hits; AID 1259400;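 active = activity change of -60% or lower, but not beyond a set lower limit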; note: % is set by controls: 0 for no effect and ±100 for the full control effect
# D1 potentiator – potentiators of human D1 dopamine receptor; 360,000 compounds, 0.036% hits; P21728; potentiation, % at 10 µM; HEK293 TREx D1 cells, calcium flux, dopamine EC20 potentiation; in the data active = potentiation above about 30%; note: 0% is about no effect
# Numbers without * were called inactive; nt = not tested or not shown. Cut-off read from the data, not from the text of the source, unless noted: active = activation above about 30%; inactive = the rest.
Molecule	TRHR ag	D2 PAM	D2 ag	D1 antag	TRHR PAM	D2 antagonist	D1 ag	RXFP1 antagonist	D1 potentiator
Cc1cc(OCCOCCN2CCCC2)ccc1C(C)C	-0.5	-9	-0.7	6	13	-10	5	-10	0
O=[N+]([O-])c1cc(C(F)(F)F)ccc1Sc1ccccn1	0.2	5	0.1	13	-1	15	-1	-1	-8
COc1ccc(CN2C(=O)c3ccccc3C2C(=O)NC2CCCC(C)C2C)c(OC)c1 (configuration not stated)	-0.1	3	-0.4	30	-2	23	3	-1	-4
CCc1cccc(NC(=O)Cn2c(=O)ccc3cc(S(=O)(=O)N4CCC(C)CC4)ccc32)c1	1.6	-13	nt	-6	2	nt	4	nt	9
Cc1ccc(Cl)cc1NC(=O)CNCC(c1ccccc1)N(C)C (configuration not stated)	-0.7	-19	-0.7	-6	-11	-14	7	-19	-3
Cc1ccccc1C(=O)NNC(=O)c1ccc(Br)cc1	-0.4	nt	0.8	6	-2	-13	0	2	-3
CCOc1ccc2[nH]c(=O)c(CN(CCOC)C(=O)N3CCOCC3)cc2c1	-0.1	2	0.4	5	-4	8	1	2	1
CCOC(=O)c1[nH]c(C)c(/C(O)=C2\C(=O)C(=O)N(CCN3CCOCC3)C2c2cccs2)c1C (configuration not stated)	0.1	0	-0.1	1	5	1	3	-1	3
COc1ccc(/C=C/C(=O)Nc2ccc(S(=O)(=O)Nc3cc(C)nc(C)n3)cc2)cc1OC	0.3	nt	0.2	10	-1	-3	0	-5	-4
CN(NC1OC(=O)c2ccccc21)c1ccc(Cl)cc1[N+](=O)[O-] (configuration not stated)	0.2	-5	0.4	-1	2	-5	3	-20	-1
Cc1ccccc1NC(=O)Cc1nnc(SCC(=O)c2ccc(Br)cc2)n1C	-0.4	1	0.7	3	9	-19	4	3	1
COc1ccc(Oc2nnnn2-c2ccccc2)cc1	-0.1	5	-0.4	-3	0	-7	1	2	-2
Cc1nc2cc(C(F)(F)F)ccc2n1C1CCN(CC(=O)NC(C)(C)C)CC1	2.8	-3	0.4	-2	-14	1	3	0	1
Clc1ccc(-c2nnc3n2-c2ccccc2SC3)cc1	0.2	12	-0.7	-25	1	-13	7	-7	-4
Cn1cc(S(=O)(=O)N2CCCCCC2)cc1C(=O)NCc1ccc(F)cc1	0.1	3	-1.2	-6	-1	nt	0	nt	-2
Cc1cc(C)n2nc(C(=O)Nc3ccc(S(=O)(=O)N4CCCCC4)cc3)nc2n1	-0.2	10	-1.4	8	2	0	-3	0	-1
CCCn1c(CN2CCN(C(=O)OCC)CC2)nc2cc(NC(=O)C(C)C)ccc21	0.1	-6	0.3	9	-1	12	6	3	2
NC(=O)NC(=O)COC(=O)c1ccc(OC(F)(F)F)cc1	-0.1	-1	-0.2	-7	4	-9	0	3	-4
CC(C)Cn1c(-c2cccs2)nc2nc3ccccc3nc21	-1.5	1	0.9	4	1	-21	3	-10	1
CC1CCCC(C)N1C(=O)COC(=O)CCc1nc2ccccc2c(=O)[nH]1 (configuration not stated)	0.2	18	0.0	-3	5	-23	2	0	2
CC(=O)c1ccc(NC(=O)c2ccc(-c3nc(COc4ccc(C)cc4)c(C)o3)cc2)cc1	0.2	nt	0.6	2	-5	nt	1	nt	-1
CCCCOC(=O)c1ccc(NC(=O)c2ocnc2C)cc1	1.5	15	-0.6	-8	1	23	7	-4	-2
O=C(Nc1ccc(Cl)cc1)c1cccc(S(=O)(=O)Nc2ccccn2)c1	-0.7	-2	-0.6	-7	4	-3	4	2	-2
CCc1ccc(OCc2n[nH]c(=S)n2C(C)CCCC(C)C)cc1 (configuration not stated)	4.1	3	1.5	4	4	48*	5	-26	1
CNC(=O)c1sc(-c2cccs2)nc1C	0.1	nt	nt	9	11	nt	3	0	0
COc1ccc(C(=O)C2CCN(CC(=O)Nc3ccc(OC)cc3OC)CC2)cc1	0.1	1	-0.6	-17	1	5	0	-6	-2
O=C(O)C1CCN(C(=O)c2csc(-c3ccc4c(c3)CCO4)n2)CC1	-0.5	-4	0.2	-34*	-2	1	3	nt	1
Cc1ccc(C)c(NCc2ccccc2CO)c1	0.4	-5	-0.1	0	19	12	0	-14	0
COC(=O)c1ccc(CNC(=O)CSC(C)C(=O)Nc2cc(C)on2)cc1 (configuration not stated)	-0.8	1	nt	13	3	nt	1	0	2
NS(=O)(=O)c1ccc(CCNC(=O)CNCCc2ccccc2)cc1	-0.7	-5	nt	16	-4	nt	1	-10	-6
CC(Sc1nc2ccccc2n1C)C(=O)Nc1ccc(N2CCOCC2)cc1 (configuration not stated)	-0.7	nt	0.4	-1	7	-4	0	15	0
Cc1ccc2c(c1)N(S(=O)(=O)c1cc(-c3cc(C)no3)ccc1C)CCO2	0.4	-1	-0.3	-10	-6	4	5	-6	15
Cc1nc2ccccc2c(=O)n1Nc1cccc(Cl)c1	0.7	15	1.4	1	9	-5	7	-9	1
Cc1ccc2[nH]c(=O)cc(C(=O)OCC(=O)c3ccc(F)cc3)c2c1	-0.2	11	0.7	-1	4	-8	1	-6	-3
CNC(=O)CNC(=O)Nc1ccc(C)cc1	0.5	-6	0.2	32	-2	11	1	8	0
COC(=O)c1sccc1NC(=O)Nc1cccc(Cl)c1Cl	0.1	-4	-0.4	-3	-5	-5	2	-7	-2

# Among those listed so far, 2 contain a nitro group on carbon:
Molecule	TRHR ag	D2 PAM	D2 ag	D1 antag	TRHR PAM	D2 antagonist	D1 ag	RXFP1 antagonist	D1 potentiator
O=[N+]([O-])c1cc(C(F)(F)F)ccc1Sc1ccccn1	0.2	5	0.1	13	-1	15	-1	-1	-8
CN(NC1OC(=O)c2ccccc21)c1ccc(Cl)cc1[N+](=O)[O-] (configuration not stated)	0.2	-5	0.4	-1	2	-5	3	-20	-1

# Next compounds
Molecule	TRHR ag	D2 PAM	D2 ag	D1 antag	TRHR PAM	D2 antagonist	D1 ag	RXFP1 antagonist	D1 potentiator
Cc1ccc(S(=O)(=O)Nc2cc3c4c(c2)CCN4C(=O)CC3)cc1	-0.6	18	0.9	35	-2	7	-1	-8	3
Cc1ccc(-n2nnnc2-c2ccco2)cc1	-0.4	4	-0.2	-3	-2	-8	0	0	-2
O=C(NCc1ccc2c(c1)OCO2)c1ccc(CN2CCOCC2)cc1	0.6	-2	0.1	-3	23	-4	6	-3	-3
CC(C)=NOc1cc(NC(=O)CCl)cc([N+](=O)[O-])c1	0.1	14	-0.3	-13	-1	3	2	4	-2
CCC(=O)N1CCc2cc(S(=O)(=O)N3CCN(c4ccccn4)CC3)ccc21	-0.5	-13	0.7	-10	-6	2	-3	7	-6
COc1nsnc1NS(=O)(=O)c1ccc(NC(=S)NC(=O)c2cccnc2)cc1	-0.8	-16	-0.5	8	4	2	3	-8	-1
COc1ccc(C2(C(=O)Nc3ccc(C(=O)N4CCOCC4)cc3)CCOCC2)cc1	0.9	4	0.5	-4	-2	9	1	1	-4
OCC[C@@H]1C[C@@H](O)[C@H](O)[C@@]2(OCCc3ccccc32)O1	0.3	-5	-0.4	4	2	23	1	nt	-7
Cc1ccc2c(c1)-c1cc(C)nn1C(c1sccc1C)N2 (configuration not stated)	0.1	17	-0.2	7	1	-15	1	-3	-3
Cc1cccc2c1cnn2C(=O)CCC(=O)N1CCC(C)CC1	-0.4	6	0.9	16	-3	-5	1	-11	5
Cc1ccc(C(=O)NCC(=O)Nc2cccc(C(F)(F)F)c2)cc1	-1.7	-28	-1.2	11	3	16	1	nt	1
COc1ccc(CNc2ccc([N+](=O)[O-])cn2)cc1	-1.1	-1	-2.7	-7	-7	-10	0	16	-2
C=CCNC(=O)COCc1cc(-c2ccc3c(c2)OCO3)on1	-1.4	0	0.3	4	-4	2	2	-3	-1
CN1C(=O)N(c2ccc(Cl)cc2)C(C)(O)CC1(C)C (configuration not stated)	-0.5	2	-1.0	-1	5	-1	1	2	-7
COc1ccc(-n2cc(-c3ccc(C)cc3)[n+]3c2SCC3)cc1	0.5	-12	0.3	5	4	-1	0	-9	-9
Cc1ccc(CN2CCN(/N=C/c3cc([N+](=O)[O-])ccc3Cl)CC2)cc1	-0.4	-27	-0.6	-1	1	-17	-1	-17	6
O=C(COc1ccccc1)NCc1ccc2c(c1)OCO2	-0.3	1	-0.4	5	-1	-7	3	-16	-8
O=C(O)c1ccc(NC2=C(N3CCOCC3)C(=O)c3ccccc3C2=O)cc1	0.3	7	1.1	-1	-2	1	2	-14	-6
CC(C)OC(=O)CCC1(C(=O)O)CCC(=O)NC1 (configuration not stated)	0.3	9	0.8	1	-3	-7	0	3	-3
Cc1nn(S(=O)(=O)c2ccccc2)c(C)c1S(=O)(=O)N1CCOCC1	0.5	-1	0.5	-9	-1	11	3	-2	1
CCOCCCn1c(=O)c(NC(=O)c2ccc(OCC)cc2)c2n(c1=S)CCCCC2	-1.3	-2	0.4	-11	-8	-15	1	17	-5
O=C(C1CCCN1S(=O)(=O)c1cccc2nsnc12)N1CCN(c2ccc(F)cc2)CC1 (configuration not stated)	-0.1	-9	0.1	-6	6	-3	0	3	-3
NS(=O)(=O)c1ccc(NC(=S)NCCc2ccccc2)cc1	0.0	-1	11	-4	0	6	2	7	0
Cc1cc(=O)[nH]c2nnc(SCc3ccc(Cl)c(Cl)c3)n12	0.2	16	nt	nt	-2	nt	0	6	0

# Looked up above:
# For TRHR PAM, Cc1cc(=O)[nH]c2nnc(SCc3ccc(Cl)c(Cl)c3)n12 is entered as -2
# For TRHR ag, O=C(C1CCCN1S(=O)(=O)c1cccc2nsnc12)N1CCN(c2ccc(F)cc2)CC1 (configuration not stated) is entered as -0.1

# Part of the list above, with two lines to a compound.
# Every second line gives: TRHR ag	D2 PAM	D2 ag	D1 antag	TRHR PAM	D2 antagonist	D1 ag	RXFP1 antagonist	D1 potentiator
COc1ccc(-n2cc(-c3ccc(C)cc3)[n+]3c2SCC3)cc1
  0.5	-12	0.3	5	4	-1	0	-9	-9
NS(=O)(=O)c1ccc(NC(=S)NCCc2ccccc2)cc1
  0.0	-1	11	-4	0	6	2	7	0

# Following part
Molecule	TRHR ag	D2 PAM	D2 ag	D1 antag	TRHR PAM	D2 antagonist	D1 ag	RXFP1 antagonist	D1 potentiator
COc1ccccc1N1CCN(S(=O)(=O)c2ccc(-c3ccc(=O)[nH]n3)o2)CC1	-0.3	2	-0.6	-6	-4	-5	9	6	-17
CCOC(=O)C1=C(C)NC2=C(C(=O)c3ccccc32)C1c1ccc([N+](=O)[O-])o1 (configuration not stated)	-1.3	4	nt	-73*	2	nt	1	8	-10
CCCCCCc1cc2cc(C(N)=O)c(=N)oc2cc1O	0.2	-2	0.6	8	-1	21	-1	nt	1
CC(C)c1onc(C(=O)NC2CCCCC2)c1[N+](=O)[O-]	-0.3	-23	-0.1	-1	-8	11	-1	-5	-9
Cc1cccc2c1-c1sc(C(=O)N3CCN(c4ccc(F)cc4)CC3)cc1CO2	-0.2	-6	-0.1	10	0	nt	1	13	-2
Cc1noc(/C=C/N(C)C)c1S(=O)(=O)N1CCCC(C(=O)N2CCCCC2)C1 (configuration not stated)	0.5	8	0.4	-1	-7	5	-2	0	-2

# Marked active in D2 antagonist, of those listed so far:
SMILES,TRHR ag,D2 PAM,D1 antag,TRHR PAM,D2 antagonist,D1 ag,RXFP1 antagonist,D1 potentiator
CCc1ccc(OCc2n[nH]c(=S)n2C(C)CCCC(C)C)cc1 (configuration not stated),4.1,3,4,4,48*,5,-26,1
